GALK inh: galactokinase (human) inhibition. P51570. Purified GALK, Kinase-Glo residual ATP luminescence. Potency, µM (top dose mostly 57.5 µM), for inactives: top-dose activity change, negative = inhibition, most hits filed as inhibitors. 0.007% of 270,000 active. AID 1868; also: potency is read from the fitted curve at half-maximal effect
Target sequence (P51570 whole entry, looked up): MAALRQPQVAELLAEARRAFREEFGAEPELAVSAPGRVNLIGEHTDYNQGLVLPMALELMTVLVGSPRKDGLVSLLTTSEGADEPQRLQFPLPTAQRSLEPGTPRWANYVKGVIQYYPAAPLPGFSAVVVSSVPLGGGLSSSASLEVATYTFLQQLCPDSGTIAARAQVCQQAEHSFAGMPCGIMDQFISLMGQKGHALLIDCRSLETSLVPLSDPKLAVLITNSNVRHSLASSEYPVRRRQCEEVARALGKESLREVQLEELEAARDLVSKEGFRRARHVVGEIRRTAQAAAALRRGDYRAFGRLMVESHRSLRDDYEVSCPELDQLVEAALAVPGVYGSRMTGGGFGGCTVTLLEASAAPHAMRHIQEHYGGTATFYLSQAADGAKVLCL
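Human GALK (5 nM) with 35 uM ATP and 100 uM galactose in 20 mM HEPES pH 8.0, 5 mM MgCl2, 60 mM NaCl, 1 mM DTT, 0.01% BSA. After 1 h at room temperature, leftover ATP was read by Kinase-Glo Plus luminescence.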
hERG WT inh: blocks the wildtype human KCNH2 potassium channel. U2OS, BacMam KCNH2, thallium flux FluxOr; stronger effect = lower value. Q12809. 0.37% of 340,000 active. activity change, % at 1.84 µM;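 active = maximum activity change below -70%; inconclusive = maximum activity change between -70% and -50%; inactive = maximum activity change above -50%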
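U2OS cells were transduced with wild-type KCNH2 virus (2.03 x 10^8 / mL) for 4 h at room temperature, then cultured overnight at 37 C. Thallium flux was read with FluxOr dye. Rate constants were normalized to DMSO controls.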
Coupling enz: counter-screen for Giardia aldolase inhibitors: coupling enzyme system. coupling enzyme system counterscreen, AmpLite Red fluorescence. activity change, negative = inhibition, % at 58.2 µM, hits read low. 0.67% of 290,000 active; in the data active = activity change below about -30%
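Fluorescence at 525 nm excitation and 598 nm emission measured inhibition of the coupled detection system without aldolase. Compounds (at 57.5 uM final) were preincubated 10 min at room temperature with coupling enzyme reagent before a 20 min substrate/AmpLite Red step.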
Eya2 phos inh: blocks the phosphatase activity of human Eya2. AID 488837. Potency, µM (doses to about 76.9 µM), without a hit: at the highest dose activity, negative = inhibition, hits mostly inhibitors. O00167. 0.006% of 330,000 active. recombinant Eya2, OMFP fluorescence dephosphorylation (OMFP is methylfluorescein phosphate); also: potency is read from the fitted curve at half-maximal effect
Target sequence (O00167 whole entry, looked up): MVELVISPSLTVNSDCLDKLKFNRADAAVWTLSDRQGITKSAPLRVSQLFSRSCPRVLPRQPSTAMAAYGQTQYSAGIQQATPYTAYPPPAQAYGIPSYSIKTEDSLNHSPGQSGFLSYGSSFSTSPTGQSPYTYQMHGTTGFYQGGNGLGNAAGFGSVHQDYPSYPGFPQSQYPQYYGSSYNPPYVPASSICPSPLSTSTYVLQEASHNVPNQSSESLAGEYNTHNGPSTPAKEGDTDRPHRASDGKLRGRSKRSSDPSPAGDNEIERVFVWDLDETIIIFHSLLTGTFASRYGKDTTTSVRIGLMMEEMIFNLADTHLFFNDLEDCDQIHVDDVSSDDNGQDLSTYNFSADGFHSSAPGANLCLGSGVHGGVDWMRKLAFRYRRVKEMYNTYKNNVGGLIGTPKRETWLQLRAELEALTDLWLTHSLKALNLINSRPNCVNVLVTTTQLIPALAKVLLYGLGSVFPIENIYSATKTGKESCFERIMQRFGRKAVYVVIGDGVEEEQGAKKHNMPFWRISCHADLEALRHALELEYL
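Eya2 (0.2 uM) preincubated 10 min at ambient with compound, then OMFP substrate added at 50 uM; 10 min reaction in 50 mM HEPES pH 7.5, 50 mM NaCl, 5 uM MgCl2, 0.05% BSA, 1 mM DTT. Fluorescence read at Ex 485/Em 525 nm.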
uPA generation: blocks generation of uPA at the cell surface | cell surface uPA generation assay, qHTS | Potency, µM (titrated, usually from 38.3 µM), for the others: at the highest dose activity change, negative = inhibition, hits mostly inhibitors | 0.31% of 330,000 active; active = well fitted inhibition curve with a large enough effect; inconclusive = small, poorly fitted or top-dose-only effect; inactive = no such curve, though single readings can be large or run the other way; tested in mouse RAW 264.7 cells; also: potency is read from the fitted curve at half-maximal effect; nearly all actives have a fitted effect of over 55% in size
B2AR arrestin: recruits beta-arrestin to the human beta2-adrenergic receptor; AID 492947; 0.02% of 330,000 active; Potency, µM (top dose mostly 46.1 µM), without a hit: top-dose activation, hits mostly activators; beta-arrestin recruitment to beta2AR, cell-based reporter;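 also: potency is read from the fitted curve at half-maximal effect; 0% = DMSO controls and full agonism = EC100 isoproterenol or metaproterenol; nearly all actives have a fitted effect of over 65% in size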
Giardia kill: Giardia lamblia killing. Giardia lamblia trophozoite viability. activity change, % at 7.66 µM, hits read low. 0.15% of 340,000 active. AID 540267; in the data active = activity change below about -80%; inconclusive = between about -30% and that limit;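 also: parasites exposed to compound for two days anaerobically before the ATP read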
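Giardia lamblia trophozoites (100 cells/well) were incubated with compounds for 48 h at 37 deg C under anaerobic conditions. Viability was read as ATP content by one-step luminescence after 15-30 min at room temperature.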
KCNH2 3.1 block: KCNH2 3.1 (human) potassium channel inhibition | U2OS KCNH2 3.1, thallium flux FluxOr; stronger effect = lower value | activity change, % (tested at about 1.8 µM) | 0.95% of 340,000 active | AID 720553;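 active = maximum activity change below -70%; inconclusive = maximum activity change from -70% to -50%; inactive = maximum activity change above -50%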;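 also: thallium influx rate constant from kinetic fluorescence after stimulation buffer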
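Steps: virus added to U2OS suspension (4 h, RT, dark); medium with 10% FBS added, cells plated, 37 C overnight; FluxOr/Red40 loading buffer 45 min RT; stimulation buffer, 2 min kinetic read; rate constant normalized.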
PKM2 act: activators of human pyruvate kinase M2. P14618. purified PKM2, Kinase-Glo ATP luminescence, activation; response scale: 0% is enzyme alone, no compound. Potency, µM (titrated, usually from 57.5 µM), inactives show at the top dose activation, hits mostly activators. 0.34% of 260,000 active; also: potency is read from the fitted curve at half-maximal effect; nearly all actives have a fitted effect of over 55% in size
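Kinase-Glo luminescence reports ATP generated from ADP (0.1 mM) and PEP (0.5 mM) by purified hPK-M2 after 1 h at room temperature, pH 7.2 imidazole buffer; intermediate enzyme activity allows detecting inhibitors and activators.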
BCR signal inh: inhibitors of chronic active B-cell receptor signaling; 0.05% of 340,000 active; Potency, µM (top dose mostly 46.1 µM), inactives show at the top dose ratio change, negative = lower green/red ratio, actives largely listed as inhibitors; ABC-DLBCL IkBa-CBG/CBR reporter, luminescence ratio, 4 h; active = well fitted inhibition curve with a large enough effect in the signal ratio, with a control signal flat, not every such curve was filed as active; inconclusive = small, poorly fitted or top-dose-only effect, or effect the other way, or a change in a side signal; the % refers to the signal ratio;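 also: potency is read from the fitted curve at half-maximal effect; plate controls were basal doxycycline-induced cells for no effect and cells given 10 µM MG132 for full effect; MG132 reads +100%, hits lower the ratio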
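Concentration-response series (up to 46 uM) were applied to TMD8 dual-reporter cells for 4 h at 37C with doxycycline. Green/red ratio, after filter-overlap correction, defined %Activity; red signal alone was normalised to basal cells and zero luminescence.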
USP2a block: USP2a (human) protease inhibition. USP2 core, Ub-CHOP2 coupled fluorogenic reporter, 485/531. Potency, µM (top dose mostly 38.3 µM), for the others: at the highest dose activity change, negative = inhibition, usual class: inhibitors. 0.01% of 330,000 active. AID 463254;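 also: potency is read from the fitted curve at half-maximal effect; plate controls were DMSO wells for no effect and full inhibition by NEM control for full effect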
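Deubiquitinase activity read as fluorescence (485/531 nm) after Ub-CHOP2 cleavage activates the enterokinase reporter on its substrate; USP2 core 10nM, Ub-CHOP2 and substrate 25nM each, 30min compound preincubation then 60min RT; data normalized to NEM, curves fitted.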
Starred values were filed as active, the others as inactive; ? = inconclusive; . = no result given; & = joins results of further samples. Unless noted, calls follow the shape of the dose curve; as a rule, active = well fitted curve in the direction sought with a large enough effect; inconclusive = small, poorly fitted or top-dose-only effect, or another doubt; inactive = no such curve, though single readings can be large; an effect the other way counts as inactive or inconclusive. Unless noted, % is scaled to controls: 0 for no effect and ±100 for the full control effect. Compounds were not picked by outcome. About 2.4% of those tested had a hit in this group.

Molecule	GALK inh	hERG WT inh	Coupling enz	Eya2 phos inh	uPA generation	B2AR arrestin	Giardia kill	KCNH2 3.1 block	PKM2 act	BCR signal inh	USP2a block
CCOC(=O)/C(C#N)=C/c1cn(CCC(=O)O)nc1-c1cccc(Cl)c1	-2.2%	-2.4	32.6	13.5%	-6.6%	-0.3%	-5.1	-0.7	-0.2%	3.5%	1.3%
COc1ccc(-n2nnc3c(=O)n(CC(=O)N4CCCCC4)cnc32)cc1	3.7%	-8.4	-1.2	-6.2%	6.9%	-0.8%	?	8.3	-15.3%	8.0%	0.3%
Cc1cc(C)c2nc(SCC(=O)N3CC(=O)Nc4ccccc43)c(C#N)cc2c1	0.1%	-0.5	-5.0	-0.1%	-9.6%	0.1%	-20.5	2.7	-7.2%	?	2.4%
CC(Sc1nncn1-c1ccccc1)C(=O)Nc1cccc([N+](=O)[O-])c1 (stereo unspecified)	6.0%	-2.4	0.8	2.8%	3.8%	-0.9%	-6.0	-17.1	-6.9%	4.6%	2.1%
O=C(CCC1CCCCC1)Nc1nnc(C(F)(F)F)s1	1.1%	-3.5	-4.8	0.7%	3.2%	-0.9%	-3.3	4.1	-3.2%	?	-1.8%
CCCN(CCC)C(C)C(=O)NCC1(c2ccccc2)CCCC1 (stereo unspecified)	1.6%	4.5	0.1	-6.3%	2.1%	0.4%	-9.4	-7.3	-2.1%	8.2%	2.5%
CCOC(=O)C1CCCN(c2cc(NCCCO)c([N+](=O)[O-])c3nonc23)C1 (stereo unspecified)	1.1%	.	-2.9	-0.6%	.	-0.3%	.	.	-1.4%	0.1%	-0.1%
O=C1CC(N2CCSCC2)C(=O)N1c1cccc(Br)c1 (stereo unspecified)	9.9%	1.5	-1.5	3.6%	2.3%	-2.1%	-5.2	2.0	1.8%	0.7%	2.8%
Cc1nc([N+](=O)[O-])cn1Cc1cccc([N+](=O)[O-])c1	-2.0%	-5.1	1.4	-2.5%	-2.6%	-0.5%	-29.7	15.7	7.0%	10.7%	5.9%
O=C(NCCCN1CCOCC1)C1Cc2c(ccc3ccccc23)O1 (stereo unspecified)	0.9%	6.4	0.7	2.8%	0.1%	-0.1%	28.8	-19.1	7.0%	3.6%	0.0%
COc1ccc(C)cc1NC(=O)C/C(C)=N/NC(=O)Cc1cccc2ccccc12	-1.9%	1.9	-2.5	-8.7%	-5.5%	0.2%	1.8	-12.9	.	?	-8.2%
CN(C(=O)Nc1ccccc1)C1CCCc2ccccc21 (stereo unspecified)	4.1%	-2.7	0.4	10.3%	2.8%	0.3%	-14.4	-0.3	.	-0.3%	-0.9%
Cc1cc(C[n+]2cc(Cl)ccc2N)c2ncccc2c1	-3.6%	30.3	0.1	7.4%	-10.8%	-0.5%	1.2	-6.5	-1.0%	-6.2%	0.0%
O=c1cc2c(nn1Cc1ccccc1)-c1ccccc1CC2	0.4%	14.4	-2.3	-28.2%	-0.2%	-0.1%	0.5	-16.9	-1.8%	9.0%	-2.4%
CCn1c(SCC(=O)Nc2cc(C)on2)nnc1-c1cccnc1	3.9%	-17.6	1.5	-3.6%	.	0.1%	6.4	7.4	-0.8%	-4.3%	2.8%
CCn1c(CSCc2ccc(Cl)cc2)n[nH]c1=S	-0.9%	.	-0.1	0.0%	-0.1%	5.1%	-11.6	.	7.8%	-22.1%	-1.3%
Nc1nc(C23CC4CC(CC(C4)C2)C3)[nH]c(=O)n1	0.3%	-4.6	2.8	5.0%	-12.7%	0.2%	-28.2	32.4	0.6%	?	11.1%
CCNc1nc(Cl)nc(NC2CCCCC2)n1	2.2%	4.2	-0.8	2.3%	-8.5%	-0.3%	12.4	-10.9	3.9%	-1.3%	0.0%
COc1ccc2c(c1)nc(SCC(O)c1ccccc1)n2C (stereo unspecified)	11.7%	-1.3	-3.4	-8.8%	-5.8%	0.1%	-2.8	9.9	-2.1%	?	-4.3%
Cc1ccc(CNC(=O)CN(c2cccc([N+](=O)[O-])c2)S(=O)(=O)c2ccccc2)cc1	-2.7%	1.2	1.6	-11.3%	-2.9%	-0.1%	9.8	8.5	2.0%	5.6%	2.4%
Cc1ccc(N=C(NOCc2ccc(Cl)cc2Cl)c2nonc2N)c(C)c1	-0.1%	0.3	-3.6	-2.1%	18.8%	-0.1%	10.6	-8.9	-2.0%	22.7%	1.9%
O=C(/C=C/Nc1ccccc1F)c1ccc(Br)cc1	1.1%	16.8	-0.4	1.0%	-3.5%	0.5%	3.9	9.4	-13.5%	?	-1.9%
O=C(N/N=C/c1cccs1)c1cncc(Br)c1	0.4%	-4.3	0.9	-8.8%	0.5%	?	13.9	-0.4	2.0%	?	0.3%
Cc1ccccc1N1C(=S)NC2c3ccccc3OC1(C)C2C(=O)N(C)C (stereo unspecified)	-0.6%	-3.6	-1.9	-8.5%	4.9%	0.0%	2.0	-8.4	-9.0%	-1.2%	0.0%
COc1ccc2nc(C)cc(SCC(=O)O)c2c1	-4.1%&-0.4%	36.5&4.9	-7.6&-4.2	-40.0%&-6.2%	-4.6%&0.8%	-0.1%&-0.1%	-16.3&4.0	-4.3&-9.3	-3.3%&-0.2%	?	1.3%&3.7%
CCc1ccc(-n2c(=O)c3ccccc3n(CC(=O)NCc3ccco3)c2=O)cc1	3.2%	-14.3	2.6	-5.2%	-2.4%	-0.8%	-1.0	-0.6	0.4%	1.9%	0.4%
Cc1ccc(/C=N/n2c(-c3ccncc3)n[nH]c2=S)cc1	2.4%	-3.4	8.1	5.4%	2.5%	-0.6%	4.8	-22.8	-29.9%	0.6%	1.8%
COc1ccc(Nc2ccc(N3C(=O)CC(C)C3=O)cc2[N+](=O)[O-])cn1 (stereo unspecified)	1.0%	-5.5	2.1	-8.3%	-1.5%	0.2%	-9.0	-4.6	-0.9%	10.8%	5.3%
COC(=O)Cc1c(C)nc2nc(NCc3ccccc3OC)[nH]n2c1=O	0.0%	-4.8	3.0	13.2%	-3.6%	-0.2%	-4.0	2.3	-6.0%	?	-0.1%
O=C(c1cccs1)N(c1cccc(Cl)c1)C1C=CS(=O)(=O)C1 (stereo unspecified)	-2.7%	0.7	3.0	7.3%	3.9%	0.3%	-9.1	3.4	-5.3%	10.5%	5.3%

The list goes on (two carried over from the part before).
Molecule	GALK inh	hERG WT inh	Coupling enz	Eya2 phos inh	uPA generation	B2AR arrestin	Giardia kill	KCNH2 3.1 block	PKM2 act	BCR signal inh	USP2a block
COC(=O)Cc1c(C)nc2nc(NCc3ccccc3OC)[nH]n2c1=O	0.0%	-4.8	3.0	13.2%	-3.6%	-0.2%	-4.0	2.3	-6.0%	?	-0.1%
O=C(c1cccs1)N(c1cccc(Cl)c1)C1C=CS(=O)(=O)C1 (stereo unspecified)	-2.7%	0.7	3.0	7.3%	3.9%	0.3%	-9.1	3.4	-5.3%	10.5%	5.3%
CCS(=O)(=O)c1ccc(O)c(NC(=O)c2ccc(S(=O)(=O)N3CCCCCC3)cc2)c1	.	4.0	.	-0.7%	2.3%	-0.5%	1.7	21.6	.	-0.7%	1.5%
CCCCN(C)CCN1C(=O)C2C(C(=O)Nc3ccc(Cl)cc3)C3C=CC2(O3)C1C(=O)NC1CCCCC1 (stereo unspecified)	13.0%	22.4	1.5	1.6%	-0.8%	-0.2%	-6.5	-9.3	4.8%	3.9%	3.3%
COc1ccc(OC)c(C(=O)c2ccc(C(=O)N3CCN(Cc4csc(C)n4)CC3)cc2)c1	-0.8%	-2.5	0.2	17.0%	-2.1%	-0.1%	-0.5	0.1	3.2%	0.6%	-0.3%
COc1ccc(CCNC(=O)CSCc2ccc(F)cc2)cc1OC	2.7%	-11.2	5.0	1.0%	0.6%	-0.6%	-19.2	8.0	0.9%	0.7%	0.4%
CN(C)CCCNc1c2ccccc2nc2ccccc12	2.8%	2.3	1.6	14.1%	-2.4%	-1.2%	-2.5	18.0	.	?	-0.4%
COc1ccc(Cl)cc1C(=O)CSc1nnnn1C	-4.1%	-10.3	1.6	-5.9%	-1.7%	0.1%	-4.5	-2.8	0.5%	2.0%	3.0%
CCc1nnc(N2C(=O)c3ccccc3C2(O)c2ccccc2)s1 (stereo unspecified)	-1.2%	-11.8	1.0	2.1%	-2.9%	0.1%	9.1	4.2	-3.4%	-0.3%	2.2%
CC(C)CN1CCN(Cc2nc(C(C)C)cs2)CC1CCO (stereo unspecified)	-0.2%	12.3	0.8	9.0%	-6.9%	-0.5%	21.9	4.7	-0.6%	5.8%	10.7%
COc1ccc(CC(=O)O)cc1O	1.1%	-1.3	3.6	0.8%	5.3%	-0.2%	7.4	2.7	-1.7%	-30.8%	-0.7%
O=C(Nc1ccc(N2CCN(C(=O)c3ccccc3)CC2)cc1)c1ccc([N+](=O)[O-])o1	0.8%	-19.7	-9.9	-15.2%	?	-0.3%	-99.9*	-19.6	-4.7%	?	0.9%
